# MITF act – MITF TRPM1 promoter activation in melanoma cells; SK-MEL-5 TRPM1-promoter luciferase, 24 h; % of positive control, neutral wells = 0; activation, % at 12.5 µM; actives 0.75% (n = 300,000);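 active = mean activation of at least 80% with every replicate also reaching 80%; inconclusive = mean reaches 80% but some replicate falls short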;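 also: 0% = neutral control wells and 100% = parthenolide positive control wells; values of inactives mirror those of a sister screen read the other way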
# HTR5A ag – counter-screen for OPRM1-OPRD1 agonists: human HTR5A agonism | AID 504692 | activation, % at 9.3 µM | actives 0.61% (n = 340,000) | HTR5A agonist assay, luminescence, cell-based | P47898; in the data active = activation mostly above about 9.5%, no sharp cut-off; inactive = mostly below about 7.6%;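 also: 0% = cells with vehicle only and 100% = reference agonist; strong numbers were not always called active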
# Target sequence (P47898 whole entry, looked up): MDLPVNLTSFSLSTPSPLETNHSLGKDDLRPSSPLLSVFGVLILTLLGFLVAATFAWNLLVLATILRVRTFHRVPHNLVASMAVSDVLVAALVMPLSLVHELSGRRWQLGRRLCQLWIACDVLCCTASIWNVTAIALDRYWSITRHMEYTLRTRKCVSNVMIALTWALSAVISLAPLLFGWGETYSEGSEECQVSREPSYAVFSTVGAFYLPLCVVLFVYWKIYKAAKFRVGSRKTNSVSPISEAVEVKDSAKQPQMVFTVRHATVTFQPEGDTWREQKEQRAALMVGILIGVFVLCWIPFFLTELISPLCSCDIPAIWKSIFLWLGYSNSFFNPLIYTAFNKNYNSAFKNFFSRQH
# PvdQ inh – P. aeruginosa PvdQ acylase inhibition. purified PvdQ acylase, fluorescence plate reader. AID 488965. inhibition, % at 10 µM. actives 0.063% (n = 340,000); in the data active = inhibition above about 30%, passing the limit was not always enough; inconclusive = no clear call, values can overlap the other calls;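 also: 0% = vehicle neutral wells and 100% = reference inhibitor wells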
# SR-BI DiI inh – mouse SR-BI HDL lipid transfer inhibition. Q61009. ldlA[mSR-BI] CHO cells, DiI-HDL uptake fluorescence, 3 h. inhibition, % at 12.5 µM. actives 0.96% (n = 320,000);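 active = mean replicate inhibition of at least 70% and a set share of replicates each scoring 70 or more; inconclusive = meets just one of the two criteria; inactive = fails both criteria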;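 also: 0% = median of neutral control wells and 100% = median of positive control wells; values of inactives mirror those of a sister screen read the other way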
# Rtt109 Vps75 – inhibitors of Candida albicans Rtt109/Vps75 histone acetyltransferase | Q5AAJ8 | purified Rtt109/Vps75, ThioGlo CoA-SH fluorescence, 4 h | inhibition, % at 34.9 µM | actives 0.16% (n = 330,000) | AID 540336;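 active = inhibition of at least 50% in every replicate; inconclusive = best replicate reaches 50% inhibition but some replicates fall short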
# SR-BI DiI-HDL act – SR-BI HDL lipid transfer activation. CHO ldlA[mSR-BI] cells, DiI-HDL uptake fluorescence, 3 h; 100 = double the neutral-control signal. activation, % at 12.5 µM. actives 0.096% (n = 320,000). AID 504775;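 active = mean replicate activation of at least 60% and every replicate at or above 60%; inconclusive = mean or all-replicate condition met, but not both; inactive = mean below 60% and not all replicates reaching 60%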;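 also: 0% = median plate neutral-control signal and 100% = twice that signal; values of inactives mirror those of a sister screen read the other way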
#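 system = CHO ldlA[mSR-BI] cells, LDL receptor-null, SR-BI overexpressing | medium = Ham's F12 with 0.5% BSA, HEPES 25 mM, pH 7.4 | probe or stimulus = DiI-HDL 10 µg/mL | compound dosing = single-point compound dose | incubation = compound exposure 3 h, 37 °C | technique = DiI fluorescence, bottom read | read-out = cell-associated DiI fluorescence as measure of HDL uptake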
# cardiac RTF act – increases calcium sensitivity of human cardiac regulated thin filaments; actives 0.24% (n = 340,000); activation, % at 7.2 µM; P19429+P45379; AID 493008; IANBD-labeled TnC RTF fluorescence at EC20 calcium; 0% EC20 calcium, 100% full calcium;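 active = activation above the mean over all tested compounds plus 3 SD, cut at about 30% in these data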;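 also: rise in fluorescence read as greater calcium sensitivity of cardiac thin filaments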
# CDK5 inh – blocks human CDK5/p35 kinase activity; actives 0.01% (n = 330,000); inhibition, % at 10 µM; Q00535+Q15078; Recombinant CDK5/p35, ADP-Glo luminescence, 60 min;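 active = highest replicate inhibition of at least 50% and at least 75% of replicates reaching 50%; inconclusive = only one of the two criteria met; inactive = both criteria failed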;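 also: plate controls were DMSO neutral control for no effect and GW8510 at 10 µM for full effect; many of its hits are not listed in these tables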
# Target sequence (Q00535 whole entry, looked up): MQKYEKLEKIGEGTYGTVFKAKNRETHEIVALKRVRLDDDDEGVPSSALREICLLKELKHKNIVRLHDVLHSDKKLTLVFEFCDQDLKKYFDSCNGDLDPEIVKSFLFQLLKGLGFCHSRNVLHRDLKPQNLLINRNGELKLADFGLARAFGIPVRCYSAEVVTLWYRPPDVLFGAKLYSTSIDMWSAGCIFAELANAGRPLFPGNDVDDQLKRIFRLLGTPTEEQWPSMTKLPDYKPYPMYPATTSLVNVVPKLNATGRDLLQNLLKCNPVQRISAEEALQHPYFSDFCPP
# Target sequence (Q15078 whole entry, looked up): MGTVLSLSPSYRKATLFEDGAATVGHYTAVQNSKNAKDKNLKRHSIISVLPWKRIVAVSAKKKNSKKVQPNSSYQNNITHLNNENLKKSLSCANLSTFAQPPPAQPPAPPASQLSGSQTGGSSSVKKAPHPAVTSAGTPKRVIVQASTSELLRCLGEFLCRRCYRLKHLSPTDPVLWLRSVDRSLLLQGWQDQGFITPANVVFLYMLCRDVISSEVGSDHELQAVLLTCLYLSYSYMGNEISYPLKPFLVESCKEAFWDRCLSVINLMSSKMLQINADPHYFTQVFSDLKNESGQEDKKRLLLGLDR
# Wnt act – activators of Wnt/beta-catenin signaling; Wnt/beta-catenin reporter cell assay, activator, plate reader; activation, % at 9.35 µM; actives 1.2% (n = 300,000); in the data active = activation above about 30%, passing the limit was not always enough; inconclusive = no clear call, values can overlap the other calls;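 also: 0% = neutral control wells and 100% = positive control wells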
# dFosB act – mouse delta FosB homodimer activation; purified delta FosB, TAMRA-CDK5 oligo fluorescence polarization; percent of positive-control signal above neutral wells; activation, % at 25 µM; actives 0.99% (n = 340,000);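 active = mean activation above about 17%, with every replicate also reaching it, limit read from the data, passing the limit was not always enough; inconclusive = only one of the two conditions met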;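 also: fluorescence polarization rise as delta FosB binds a TAMRA Cdk5 AP-1 oligo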
# * marks the source's active call; other numbers are inactive results; ? = inconclusive; . = not tested or not shown.
cpd	structure	MITF act	HTR5A ag	PvdQ inh	SR-BI DiI inh	Rtt109 Vps75	SR-BI DiI-HDL act	cardiac RTF act	CDK5 inh	Wnt act	dFosB act
1	Cc1ccc(OCC(=O)N(Cc2cccc(Cl)c2)C2CCS(=O)(=O)C2)cc1C (stereo not given)	8	0	-17	20	2	-20	0	-1.9	-1	-11
2	O=C(CCn1c2c(c3ccccc31)CCCC2)NNC(=O)c1cccc([N+](=O)[O-])c1	0	7	24	31	1	-31	5	-0.2	.	-3
3	CN1CCN(C2=C(Cl)C(=O)C(c3cnc(N4CCCCC4)s3)=C(Cl)C2=O)CC1	-59	0	-13	-3	4	3	1	0.9	.	-10
4	Cc1cc(OCC(=O)NCCc2ccc(S(N)(=O)=O)cc2)c2c(C)c(C)c(=O)oc2c1	-2	-2	-14	22	-2	-22	-6	-2.3	-2	2
5	Cc1c(CCOC(=O)c2cc([N+](=O)[O-])cc([N+](=O)[O-])c2)sc[n+]1CC(=O)c1ccccc1	-11	6	-21	17	10	-17	5	-4.0	4	-4
6	NC(=O)Cc1nc2scc(-c3ccccc3)c2c(=O)[nH]1	-5	.	-9	-12	-2	12	.	-7.8	-1	-15
7	Cn1c(=O)c2c(SCC(=O)N3CCOCC3)nc(-c3ccccc3F)nc2n(C)c1=O	-6	2	-7	7	-3	-7	-7	-2.3	-2	-15
8	Cc1cccc(OCC(=O)NC(=S)N2CCCc3ccccc32)c1	12	-4	-6	-5	8	5	0	-0.3	0	2
9	COc1ccc(-n2nc(C(=O)NCC(=O)NC3CCCCC3)c3ccccc3c2=O)c(OC)c1	-3	-2	-13	-8	-4	8	-6	-0.7	-2	1
10	CCOC(=O)[C@H]1[C@H]2COc3cc(OC)ccc3[C@@H]2N2C(=O)CN(C)C(=O)[C@@]12C	-3	1	-2	3	-4	-8	-8	2.6	1	3

# Reformatted with two lines to a compound: entries from further up
# Values run as follows: MITF act, HTR5A ag, PvdQ inh, SR-BI DiI inh, Rtt109 Vps75, SR-BI DiI-HDL act, cardiac RTF act, CDK5 inh, Wnt act, dFosB act
8. Cc1cccc(OCC(=O)NC(=S)N2CCCc3ccccc32)c1
    12, -4, -6, -5, 8, 5, 0, -0.3, 0, 2
4. Cc1cc(OCC(=O)NCCc2ccc(S(N)(=O)=O)cc2)c2c(C)c(C)c(=O)oc2c1
    -2, -2, -14, 22, -2, -22, -6, -2.3, -2, 2

# Further compounds
cpd	structure	MITF act	HTR5A ag	PvdQ inh	SR-BI DiI inh	Rtt109 Vps75	SR-BI DiI-HDL act	cardiac RTF act	CDK5 inh	Wnt act	dFosB act
11	CC(=O)Nc1nc(SCC(=O)NCc2ccc(F)cc2)[nH]c(=O)c1NC(=O)c1cccs1	-4	2	1	-22	.	22	-6	-1.7	-5	-1
12	COCC(C)OC(=O)C(C#N)c1nc2ccccc2nc1N1CCN(Cc2ccccc2)CC1 (stereo not given)	-9	-4	11	17	0	-17	-1	-0.3	.	-3
13	CCOC(=O)N1CCC(N2CC34C=CC(O3)C(C(=O)Nc3ccc(F)cc3)C4C2=O)CC1 (stereo not given)	-14	1	1	10	3	-10	0	1.7	.	2
14	Cc1ccc(-c2nc(NCc3ccc(F)cc3)n(S(C)(=O)=O)n2)cc1	1	-7	-10	-6	-11	6	3	1.3	12	-21
15	COc1ccc(OC)c(Cc2nnc(CCC(=O)NCc3nc4ccccc4s3)o2)c1	0	7	-6	.	-4	.	2	-0.5	6	-4
16	CCOC(=O)c1cccc(NC(=O)c2c(NCc3ccccc3)[nH]c(=O)[nH]c2=O)c1	8	-7	1	10	-6	-10	-6	-0.7	-1	-5
17	O=C(CNC(=O)c1ccc(Br)o1)NCc1ccccc1Cl	-5	1	-16	-13	2	13	-4	1.4	-1	1
18	CCOC(=O)CCc1c(C)c2ccc(OCc3nn[nH]n3)c(C)c2oc1=O	-9	6	2	-9	5	9	-4	0.9	-5	-5
19	CCOc1cc(N2CCOCC2)c(OCC)cc1NC(=O)COC(=O)[C@H](Cc1c[nH]c2ccccc12)NC(C)=O	2	11	0	46	7	-46	-2	0.9	.	-3
20	CCC1(c2ccc(F)cc2)NC(=O)N(CC(=O)Nc2cc(C)on2)C1=O (stereo not given)	2	4	-19	-12	-9	12	-1	1.6	-3	-8
21	CN(C)c1cc[n+](CC(=O)Nc2cccc([N+](=O)[O-])c2)cc1	.	0	-4	-18	-6	18	-9	5.2	0	-3
22	COc1ccc(-c2nnc(SCC(=O)N3CCOCC3)o2)cc1	56	1	2	-8	-4	8	-4	-1.1	.	7
23	COc1cccc(CNC(=O)CCC2CCCN(C(=O)c3ccc(C)nc3)C2)c1 (stereo not given)	9	-3	3	25	-8	-25	6	1.4	3	-2
24	CC(=O)c1ccc(OCC(=O)NCC2(N3CCCCC3)CCCCC2)cc1	13	-1	-10	.	-1	.	0	-0.2	0	5
25	Cc1cc(S(=O)(=O)N2CCC3(CC2)OCCN3S(=O)(=O)c2cccs2)ccc1F	-9	1	-4	7	3	-7	12	0.7	-4	-2
26	c1ccc2nc(N3CCOCC3)c(N3CCCC3)nc2c1	-8	0	-3	13	2	-13	3	-0.3	0	-6
27	O=C(/C=C/c1ccccc1)NCCS(=O)(=O)N1CCN(c2ccccc2F)CC1	-11	0	6	18	5	-18	-2	1.2	1	-2
28	CCOCc1c(C(=O)NCc2ccccc2CN2CCCC2)oc2ccccc12	4	-1	-7	-4	-2	4	4	-2.2	-3	-14
29	CC1(C)CC(NC(=O)CC(c2ccccc2)c2ccccc2)CC(C)(C)N1	0	-3	-7	-30	-2	30	-3	-0.4	.	-4
30	CN1CCN(CC(O)COC(c2ccc(Cl)cc2)c2ccc(Cl)cc2)CC1 (stereo not given)	-3	-2	10	-40	-1	40	3	-0.2	-1	22*
31	Cc1ccc(C(=O)/C=C/c2ccc(-c3ccccc3[N+](=O)[O-])o2)cc1	-9	3	11	25	38	-25	-28	1.4	-3	-14
32	COCCNC(=O)c1ccc(NC(=O)C2(c3ccccc3)CCCC2)cc1	-6	7	6	5	6	-5	-1	-0.2	-1	-7
33	O=C(COC(=O)C1CCN(c2ccc(C(F)(F)F)cn2)CC1)Nc1cc(F)ccc1F	15	-1	-6	-23	.	23	-7	-0.7	2	-1
34	O=C(COc1ccc(F)cc1)N(CC1=CCS(=O)(=O)C1)c1ccccc1	0	-2	-12	-16	6	16	7	0.0	.	5
35	Cc1ccc(NC(=O)c2ccc3[nH]c(=O)c(=O)[nH]c3c2)nc1	13	-5	14	8	8	-8	4	0.9	5	-1
36	O=C(c1ccccc1)c1c[nH]c(C(=O)C(Cl)(Cl)Cl)c1	-9	3	-1	-9	-10	9	2	-2.1	0	10
37	COc1ccc(C)cc1-n1nnnc1SCn1nnc2ccccc2c1=O	.	-1	-13	14	-2	-14	10	-1.0	1	-9
38	CC(C)(C)c1ccc(OCC(=O)N/N=C/c2cc(Br)ccc2OC(=O)c2ccco2)cc1	-43	3	-14	37	0	-37	6	1.4	.	-11
39	NC(=O)c1ccsc1NC(=O)COC(=O)COc1ccc(C=O)cc1	5	2	-7	-21	1	21	-3	1.4	2	-9
40	CCOc1ccccc1N(CC(=O)Nc1ccc(S(=O)(=O)N2CCOCC2)cc1)S(=O)(=O)c1ccccc1	-12	10	-7	-4	-19	4	-2	-2.5	-3	53*
41	COc1ccc(NC(=O)C2CCN(S(C)(=O)=O)CC2)cc1OC	.	5	-12	-8	6	8	-2	0.6	2	2
42	CC(C)c1ccc(C(=O)NNC(=O)c2ccncc2)cc1	-10	4	5	1	-2	-1	1	-0.2	0	3
43	COC(=O)C1=C(C)N(C(C)C)C(=O)C1(NC(=O)C1CCCCC1)C(F)(F)F (stereo not given)	0	-6	-6	-20	3	20	-4	2.6	0	-3
44	CCN(CC)C(=O)COc1ccc2oc(-c3ccco3)cc(=O)c2c1	14	4	-7	-2	-21	2	0	1.1	?	-25
45	COc1cccc(-c2cc(C(=O)N3CCOCC3)no2)c1	57	-2	-8	.	-7	.	-2	0.2	28	-12
46	O=c1c2[nH]c3ccc(F)cc3c2ncn1C1CCCCC1	29	2	-14	-13	1	13	2	-1.2	.	2
47	Brc1ccccc1C1CC(c2ccccc2)=Nc2ccccc2N1 (stereo not given)	57	3	-3	17	-6	-17	-1	.	-1	-7
48	COc1ccc(NC(=S)N(CCCN2CCCC2)Cc2ccco2)cc1	2	1	-11	-21	8	21	-3	-0.3	0	-2
49	CC(=NCc1ccco1)C1=C(O)c2ccccc2C1=O	36	10	-5	-5	-2	5	8	-6.5	15	-23
50	COc1ccc(Cn2c(=S)[nH]c3cc(OC)c(OC)cc3c2=O)cc1	-15	-1	7	10	1	-10	1	0.6	9	0

# Ordered by the number under dFosB act (lowest first): 6 from the list above.
no.	molecule	dFosB act
14	Cc1ccc(-c2nc(NCc3ccc(F)cc3)n(S(C)(=O)=O)n2)cc1	-21
37	COc1ccc(C)cc1-n1nnnc1SCn1nnc2ccccc2c1=O	-9
5	Cc1c(CCOC(=O)c2cc([N+](=O)[O-])cc([N+](=O)[O-])c2)sc[n+]1CC(=O)c1ccccc1	-4
2	O=C(CCn1c2c(c3ccccc31)CCCC2)NNC(=O)c1cccc([N+](=O)[O-])c1	-3
30	CN1CCN(CC(O)COC(c2ccc(Cl)cc2)c2ccc(Cl)cc2)CC1 (stereo not given)	22*
40	CCOc1ccccc1N(CC(=O)Nc1ccc(S(=O)(=O)N2CCOCC2)cc1)S(=O)(=O)c1ccccc1	53*

# Continued:
cpd	structure	MITF act	HTR5A ag	PvdQ inh	SR-BI DiI inh	Rtt109 Vps75	SR-BI DiI-HDL act	cardiac RTF act	CDK5 inh	Wnt act	dFosB act
51	CCCCn1c(N)c(N(CCOC)C(=O)c2ccc3c(c2)C(=O)N(c2ccccc2Cl)C3=O)c(=O)[nH]c1=O	3	4	4	6	1	-6	-4	-0.5	-4	-5
52	CC(NC(=O)CN(C)S(=O)(=O)c1cnc[nH]1)c1ccccc1 (stereo not given)	3	0	6	-2	-14	2	-9	-1.3	-1	1
53	COc1ccc(NC(=O)OCCn2c([N+](=O)[O-])cnc2C)cc1	0	0	-4	-14	-5	14	-3	-0.4	-4	-5
54	Cn1c(=O)c2cc(S(=O)(=O)N3CCOCC3)ccc2n(C)c1=O	-6	3	-20	1	5	-1	4	-10	.	3
55	NC(=O)CSc1nnc2ccc(-c3ccc(F)cc3)nn12	7	9	3	.	-8	.	-2	-2.0	0	-10
56	COC1CCCN(C(=O)c2ccc3oc(Cc4ccc(Cl)cc4)nc3c2)C1 (stereo not given)	1	6	-11	-1	0	1	8	-1.0	0	-1

# Screening results deposited in PubChem BioAssay by several laboratories.

# No enrichment for hits; any-hit rate near 4.4%.
